Growth percent in the NCI-60 one-dose screen (48 h, 10 µM unless noted): 100 = growth as untreated, 0 = no growth, -100 = all killed.
MDA-MB-231: MDA-MB-231 breast cancer | 81,000 compounds, 5% hits | AID 1794789
T-47D: T-47D breast cancer. 79,000 compounds, 5% hits. AID 1794792
MOLT-4: MOLT-4 leukemia cells; 80,000 compounds, 6.9% hits
K-562: K-562 leukemia; 78,000 compounds, 7.4% hits
SR: SR leukemia cells; 73,000 compounds, 8.7% hits; AID 1794780
MCF7: MCF7 breast cancer | 82,000 compounds, 6.3% hits
MDA-MB-468: MDA-MB-468 breast cancer | 78,000 compounds, 8.5% hits | AID 2202374
BT-549: BT-549 breast cancer; 78,000 compounds, 4.4% hits; AID 1794793
* marks the source's active call; other numbers are inactive results; . = not tested or not shown; & = joins results of further samples. Rule for the calls: active = growth percent below 10; inactive = the rest. Hits appear at their usual frequency; overall some 13% were active at least once.

SMILES	MDA-MB-231	T-47D	MOLT-4	K-562	SR	MCF7	MDA-MB-468	BT-549
COc1ccc2c(c1)[C@@]1(C(=O)N2)C(C#N)=C(c2ccc(Cl)cc2)Nc2c1c(-c1ccccc1)nn2-c1ccccc1	72	59	30	38	58	44	46	73
c1ccc(-c2nc(-c3ccccn3)nc(-c3ccccn3)n2)nc1	75	58	84	104	105	.	99	96
CCCn1c(=O)[nH]c(N)c(C(c2ccc(F)cc2)c2c(N)[nH]c(=O)n(CCC)c2=O)c1=O	90	79	85	97	77	92	92	107
COC(=O)c1ccc(NN)cc1	.	82	96	77	80	74	85	98
Nc1ccc(N=Nc2ccc(O)c(C(=O)O)c2)cc1	.	119	95	102	90	97	114	110
COc1cc2c(cc1OCCCN1CCN(CCCOc3cc4c(cc3OC)C(=O)N3CC(F)(F)C[C@H]3C=N4)CC1)N=C[C@@H]1CC(F)(F)CN1C2=O	85	34	27	36	37	26	.	-7.9*
O=C1c2ccccc2C(=O)c2cc(SC(=S)N3CCOCC3)ccc21	88	94	107	92	95	78	99	104
C#CCNC(=O)CCC(=O)OC[C@]12CC[C@@H](C)[C@H](C)[C@H]1C1=CC[C@@H]3[C@@]4(C)CCCNC(C)(C)[C@@H]4CC[C@@]3(C)[C@]1(C)CC2	71	69	68	55	52	84	59	74
Cc1cc(N(C)C)n2c(nc3ccccc32)c1C#N	108	66	104	108	100	93	95	78
O=C(Nc1ncccc1OCc1ccc(F)cc1)Nc1cccc2ccccc12	132	63	69	54	.	92	82	96
COc1cc(NC(=O)CCSc2nc3ccccc3c(=O)n2Cc2ccccc2)cc(OC)c1OC	65	78	69	81	.	84	93	86
CNC(=O)Nc1ccc(S(N)(=O)=O)cc1	105	108	151	137	178	98	99	98
Cn1c(=O)c2c(ncn2C)n(C)c1=O	107&115	97&114	88&108	87&93	89&99	99&87	93&101	95
O=C1C=CC(=Nc2ccc(O)c(Cl)c2)C=C1	117	104	90	101	92	94	118	.
O=C(CSc1nnc(-c2ccncc2)n1-c1ccccc1)c1ccc(Cl)cc1	91	66	85	91	82	77	62	86
O=C(Cn1cc(CN2CCCCCC2)nn1)Nc1ccc2c(ccn2Cc2ccccc2)c1	86	70	90	80	37	90	75	87
C/C(=N\NC(=O)Nc1ccc(Cl)cc1)c1nnn(-c2ccc([N+](=O)[O-])cc2)c1C	100	99	112	115	100	89	111	110
CCC(C)/C=C/c1cc(O)cc(=O)o1 (stereo not drawn)	102	103	98	102	82	84	89	110
CC[N+](CCCCCCCCCC[N+](CC)(c1ccccn1)c1ccccn1)(c1ccccn1)c1ccccn1	16	14	-8.3*	-2.7*	-20*	7.8*	-1.9*	19
COP(=O)(OC)C(Cc1c[nH]c2ccccc12)NC(=O)OCc1ccccc1 (stereo not drawn)	99	91	98	109	90	88	92	100
C=C1CC2(OC1=O)C(=O)N(CCCN1C(=O)C3(CC(=C)C(=O)O3)c3ccccc31)c1ccccc12 (stereo not drawn)	-29*	4.1*	1.0*	5.2*	3.7*	-19*	-34*	34
CCOc1ccc(N2C(=O)N(c3ccc(OC)cc3)C(=N)C2=S)cc1	102	64	93	86	80	93	104	66
CCOC(=O)c1c(SC)nn(-c2cc(=O)[nH]c3ccc(Br)cc23)c1N	110	93	111	.	91	93	115	116
COc1cc(C2NC(=O)NC(C)=C2C(=O)c2cnccn2)cc(OC)c1OC (stereo not drawn)	99	95	100	105	97	102	97	103
C[C@@]1(O)c2ccccc2N2C(=O)C(=O)N3[C@H](c4cccnc4)[C@]45C[C@@H]1[C@]23C=C4CC(=O)N5	103	98	110	105	115	100	99	104
C=CCSSC1N=CNc2nc[nH]c21 (stereo not drawn)	40	23	35	12	13	4.3*	5.5*	47
CC(=O)c1ccc(C)o1	116	103	101	.	96	96	114	122
Cc1nn(-c2ccc(Br)cc2)c2nc(CNc3ccc(NCc4c(-c5ccccc5)no[n+]4[O-])cc3)[nH]c(=O)c12	96	103	87	111	95	88	94	98
O=C(Nc1ccc(OCc2ccccn2)c(Cl)c1)c1cccnc1	114	94	113	117	95	95	107	112
Cc1ccc(C2=NN3C(C2)c2cc(Cl)ccc2OC3c2ccc(Cl)cc2Cl)o1 (stereo not drawn)	90	93	92	99	97	84	103	93

An excerpt from above in order of formula weight, largest number first:
SMILES	MDA-MB-231	T-47D	MOLT-4	K-562	SR	MCF7	MDA-MB-468	BT-549
COc1cc2c(cc1OCCCN1CCN(CCCOc3cc4c(cc3OC)C(=O)N3CC(F)(F)C[C@H]3C=N4)CC1)N=C[C@@H]1CC(F)(F)CN1C2=O	85	34	27	36	37	26	.	-7.9*
Cc1nn(-c2ccc(Br)cc2)c2nc(CNc3ccc(NCc4c(-c5ccccc5)no[n+]4[O-])cc3)[nH]c(=O)c12	96	103	87	111	95	88	94	98
C#CCNC(=O)CCC(=O)OC[C@]12CC[C@@H](C)[C@H](C)[C@H]1C1=CC[C@@H]3[C@@]4(C)CCCNC(C)(C)[C@@H]4CC[C@@]3(C)[C@]1(C)CC2	71	69	68	55	52	84	59	74
COc1ccc2c(c1)[C@@]1(C(=O)N2)C(C#N)=C(c2ccc(Cl)cc2)Nc2c1c(-c1ccccc1)nn2-c1ccccc1	72	59	30	38	58	44	46	73
CC[N+](CCCCCCCCCC[N+](CC)(c1ccccn1)c1ccccn1)(c1ccccn1)c1ccccn1	16	14	-8.3*	-2.7*	-20*	7.8*	-1.9*	19
COc1cc(NC(=O)CCSc2nc3ccccc3c(=O)n2Cc2ccccc2)cc(OC)c1OC	65	78	69	81	.	84	93	86
C=C1CC2(OC1=O)C(=O)N(CCCN1C(=O)C3(CC(=C)C(=O)O3)c3ccccc31)c1ccccc12 (stereo not drawn)	-29*	4.1*	1.0*	5.2*	3.7*	-19*	-34*	34
O=C(Cn1cc(CN2CCCCCC2)nn1)Nc1ccc2c(ccn2Cc2ccccc2)c1	86	70	90	80	37	90	75	87
Cc1ccc(C2=NN3C(C2)c2cc(Cl)ccc2OC3c2ccc(Cl)cc2Cl)o1 (stereo not drawn)	90	93	92	99	97	84	103	93
CCOC(=O)c1c(SC)nn(-c2cc(=O)[nH]c3ccc(Br)cc23)c1N	110	93	111	.	91	93	115	116
COP(=O)(OC)C(Cc1c[nH]c2ccccc12)NC(=O)OCc1ccccc1 (stereo not drawn)	99	91	98	109	90	88	92	100
O=C1c2ccccc2C(=O)c2cc(SC(=S)N3CCOCC3)ccc21	88	94	107	92	95	78	99	104
CCOc1ccc(N2C(=O)N(c3ccc(OC)cc3)C(=N)C2=S)cc1	102	64	93	86	80	93	104	66
O=C(Nc1ccc(OCc2ccccn2)c(Cl)c1)c1cccnc1	114	94	113	117	95	95	107	112
c1ccc(-c2nc(-c3ccccn3)nc(-c3ccccn3)n2)nc1	75	58	84	104	105	.	99	96
Nc1ccc(N=Nc2ccc(O)c(C(=O)O)c2)cc1	.	119	95	102	90	97	114	110
Cc1cc(N(C)C)n2c(nc3ccccc32)c1C#N	108	66	104	108	100	93	95	78
O=C1C=CC(=Nc2ccc(O)c(Cl)c2)C=C1	117	104	90	101	92	94	118	.
CNC(=O)Nc1ccc(S(N)(=O)=O)cc1	105	108	151	137	178	98	99	98
C=CCSSC1N=CNc2nc[nH]c21 (stereo not drawn)	40	23	35	12	13	4.3*	5.5*	47
CCC(C)/C=C/c1cc(O)cc(=O)o1 (stereo not drawn)	102	103	98	102	82	84	89	110
COC(=O)c1ccc(NN)cc1	.	82	96	77	80	74	85	98
CC(=O)c1ccc(C)o1	116	103	101	.	96	96	114	122

The list continues:
SMILES	MDA-MB-231	T-47D	MOLT-4	K-562	SR	MCF7	MDA-MB-468	BT-549
CC(=O)c1cc2ccc(COC(=O)Nc3ccc(Cl)cc3)cc2oc1=O	81	85	.	.	.	.	99	90
O=C(O)C1[S][Sb]([CH](C(=O)O)[CH](C(=O)O)[Sb]2[S]C(C(=O)O)C(C(=O)O)[S]2)[S]C1C(=O)O (stereo not drawn)	88	87	64	76	50	68	82	64
OC(CBr)CCBr (stereo not drawn)	104	94	104	100	78	87	97	124
CC1=C(C(=O)c2ccccc2)C(c2cccc3ccccc23)n2c(nc3ccccc32)N1 (stereo not drawn)	.	90	52	39	44	38	-13*	61
COc1cncc(-c2ccc3ncnc(N4CCc5ccc(Cl)cc54)c3c2)c1	29	14	4.3*	13	3.4*	-1.9*	-67*	-72*
O=C1C(=O)N(c2nc3ccc(F)cc3s2)C(c2cccnc2)/C1=C(/O)c1ccc2c(c1)OCCO2 (stereo not drawn)	104	96	100	100	95	101	102	107
COc1cc(C(=O)/C=C/c2cccnc2Nc2ccc(Cl)cc2)cc(OC)c1OC	-51*	-67*	-6.6*	.	5.2*	-54*	-80*	-19*
CC(C)OP(=O)(OC(C)C)/C(C#N)=C/c1c(-c2ccccc2)[nH]c2ccccc12	79	57	57	54	54	82	103	96
COc1ccc(-c2cc(-c3ccc(OC)cc3)cc(-c3ccc(OC)cc3)c2)cc1	103	77	89	92	101	89	93	.
Brc1cccc(C=Nc2ccc(Nc3ncnc4sc5c(c34)CCN(Cc3ccccc3)C5)cc2)c1	95	73	78	78	74	80	65	85
Cc1cc(C)cc(C(C)C)c1	125	99	102	135	106	85	103	99
O=C(CNC(=O)OCc1ccccc1)NC1(C(=O)O)CCCC1	97	109	107	95	104	98	121	97
Cc1c(C(=O)Nc2nc3ccccc3s2)nnn1-c1ccccc1F	102	39	86	78	118	57	86	94
CS(=O)(=O)c1ccncc1	110	107	67	57	104	93	96	109
Cc1cc(C)n(C(=O)Cn2cnc3sc(C(N)=O)c(C)c3c2=O)n1	99	104	135	111	110	102	105	.
CCCCCCCCCCCCCCCCNC(=O)OC(C)C	24	.	7.0*	8.0*	1.7*	1.7*	36	96
N#CC1=C(N)OC(c2ccc([N+](=O)[O-])cc2)C1(C#N)C#N (stereo not drawn)	101	93	92	76	95	102	.	104
COc1ccc2c(c1)C(c1cc(OC)c3c(c1)OCO3)C1=C(COC1=O)N2 (stereo not drawn)	24	52	16	12	6.1*	16	-14*	23
O=C(N/N=C1\c2ccccc2-c2cccc(C(=O)O)c21)c1ccc(Cl)cc1	94	94	95	92	101	87	97	107
O=C(Nc1ccncc1)C(=O)c1cn(S(=O)(=O)c2ccccc2F)c2ccccc12	40	42	39	23	16	21	16	39
CCCCOc1nc2ccc(Cl)cc2cc1/C=C/c1cc(/C=C/c2cc3cc(Cl)ccc3nc2OCCCC)[nH]n1	101	103	109	99	98	98	107	103
O=CC(OC(=O)c1ccccc1)C(OC(=O)c1ccccc1)C(COC(c1ccccc1)(c1ccccc1)c1ccccc1)OC(=O)c1ccccc1 (stereo not drawn)	48	26	-15*	.	-13*	37	75	66
O=C(CN1CCCC1)Nc1nc(-c2cc3ccccc3oc2=O)cs1	104	104	102	103	88	94	104	96
COc1ccc(/C=C/c2cc(/C=C/c3ccc(OC)c(OC)c3OC)on2)c(OC)c1OC	89	91	114	75	107	88	101	87
COc1ccc(/C=C2/Sc3c(C)cccc3C2=O)cc1	65	85	78	21	35	51	25	78
COc1cc(-n2nnc3c4nc(-c5ccccc5)oc(=O)c4c(C)nc32)cc(OC)c1OC	99	.	105	102	93	103	107	101
Cc1cc(O)c(C(C)C)cc1N=C1C=CCc2ccccc21	98	96	95	96	101	93	91	103
COc1ccc(-c2nc(SCc3nc4ccccc4[nH]3)nc(NC3CC3)c2C#N)cc1	65	68	70	81	73	94	101	89
COc1ccc2c(c1)C(CC(=O)NN)CCC2 (stereo not drawn)	101	105	87	94	.	96	102	103
C#CCNC(=O)[C@H](Cc1ccccc1)NC(=O)[C@]12CC[C@@H](C(=C)C)[C@@H]1[C@H]1CC[C@@H]3[C@@]4(C)CCC(=O)C(C)(C)[C@@H]4CC[C@@]3(C)[C@]1(C)CC2	79	50	46	32	42	56	64	104

Limited to MDA-MB-468 and MCF7, for some of the entries so far:
molecule	MDA-MB-468	MCF7
COc1ccc(/C=C/c2cc(/C=C/c3ccc(OC)c(OC)c3OC)on2)c(OC)c1OC	101	88
COc1ccc(/C=C2/Sc3c(C)cccc3C2=O)cc1	25	51

(continued)
SMILES	MDA-MB-231	T-47D	MOLT-4	K-562	SR	MCF7	MDA-MB-468	BT-549
CC(=O)n1nc(C(=O)OC(C)(C)C)c2cc(F)c(F)cc21	94	104	95	110	104	99	97	119
CCN(CC)c1ccc(/C=C2\Oc3ccc(O)c(I)c3C2=O)cc1	66	55	16	13	2.4*	27	62	54
COc1cccc(NC(=O)c2sc3nc4c(cc3c2N)CN(Cc2ccccc2)CC4)c1	62	66	65	33	29	50	64	65
CCOC(=O)c1ccc(NC(=S)NC(=O)c2ccc(Br)cc2)cc1	97	77	97	101	114	86	107	.
CCCCn1c(NC(C)=O)c(S(=O)(=O)c2ccccc2)c2nc3ccccc3nc21	109	80	83	69	87	98	.	103
Cc1cccc(NC(=O)OC(C)C)c1C	109	108	101	100	103	101	.	108
CN(CC(=O)c1ccc(Cl)cc1)Cc1ccccc1	121	93	105	89	91	97	110	.
N#Cc1c(N)cc(=O)n(-c2nc3ccccc3[nH]c2=O)c1O	108	111	101	101	91	93	102	108
CC1=C(C)C(=O)C(Nc2ccc(C(=O)OC(C)(C)C)cc2)=CC1=O	87	69	68	71	71	47	31	97
CCOC(=O)c1sc(/N=C2\C(=O)Nc3ccc(F)cc32)nc1C	102	75	102	96	96	86	96	102
O=C(CCCCCCN1CC(=O)N2[C@@H](c3ccccc3F)c3[nH]c4ccccc4c3C[C@H]2C1=O)NO	95	69	73	80	41	80	.	102
COc1cc(C2CC(c3ccc(C)cc3)=NN2C=O)ccc1Oc1ccnc2cc(Cl)ccc12 (stereo not drawn)	36	76	80	109	97	79	58	44
CCOC(=O)c1nnc2c(Cc3ccccc3)nc3ccccc3n12	100	94	99	96	97	101	102	102
O=S(=O)(Cc1ccccc1)c1ccccc1	121	110	108	103	100	99	102	105
CC1CCCc2c1nc1nc(=S)[nH]c(N)c1c2-c1ccc(Cl)cc1 (stereo not drawn)	98	85	74	85	74	92	103	96
O=C1CC2(C(=O)N1)c1ccccc1-c1ccccc12	110	88	95	43	74	84	81	89

From PubChem
